ERAP1 inh: inhibitors of human ERAP1 aminopeptidase | inhibition, % at 10.7 µM | actives 0.15% (n = 340,000) | Q9NZ08 | recombinant ERAP1, Leu-AMC fluorescence, 60 min;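 active means mean replicate inhibition of at least 30%, or all replicates individually reaching that 30% level; inactive means mean below 30% and not every replicate reaching it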;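 further: 0% = neutral control wells and 100% = L-leucinethiol positive control wells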
Target sequence (Q9NZ08 whole entry, looked up): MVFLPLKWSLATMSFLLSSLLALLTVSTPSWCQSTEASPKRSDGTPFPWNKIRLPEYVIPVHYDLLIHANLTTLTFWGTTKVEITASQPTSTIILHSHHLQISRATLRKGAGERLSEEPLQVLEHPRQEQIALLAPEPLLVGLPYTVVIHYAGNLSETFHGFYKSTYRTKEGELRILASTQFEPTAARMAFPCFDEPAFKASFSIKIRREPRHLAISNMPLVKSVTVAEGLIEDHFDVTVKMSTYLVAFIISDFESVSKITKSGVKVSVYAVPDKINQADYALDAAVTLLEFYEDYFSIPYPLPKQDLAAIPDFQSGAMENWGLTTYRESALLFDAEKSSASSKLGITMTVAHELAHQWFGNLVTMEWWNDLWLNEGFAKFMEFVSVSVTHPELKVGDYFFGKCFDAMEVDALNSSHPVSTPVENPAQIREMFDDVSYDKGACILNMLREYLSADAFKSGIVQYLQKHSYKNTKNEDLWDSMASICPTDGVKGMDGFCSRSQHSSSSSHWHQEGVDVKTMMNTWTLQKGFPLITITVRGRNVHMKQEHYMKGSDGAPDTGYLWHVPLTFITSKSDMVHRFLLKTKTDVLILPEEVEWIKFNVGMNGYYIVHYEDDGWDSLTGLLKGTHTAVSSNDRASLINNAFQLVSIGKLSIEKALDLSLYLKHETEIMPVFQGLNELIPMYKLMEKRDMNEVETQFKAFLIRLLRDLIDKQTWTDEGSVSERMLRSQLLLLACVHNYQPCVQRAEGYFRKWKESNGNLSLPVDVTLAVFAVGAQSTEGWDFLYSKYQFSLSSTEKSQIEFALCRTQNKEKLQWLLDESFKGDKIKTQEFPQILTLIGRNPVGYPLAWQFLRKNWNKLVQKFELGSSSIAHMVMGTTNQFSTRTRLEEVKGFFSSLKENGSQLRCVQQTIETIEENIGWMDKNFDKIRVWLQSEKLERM
DENV2 CPE rescue: protects cells from dengue virus 2 cytopathic effect; actives 1.7% (n = 350,000); CPE inhibition, % at 9.99 µM; DENV2-infected cells, cytopathic effect rescue, plate reader; in the data active means CPE inhibition above about 20%, passing the limit was not always enough; inconclusive means no clear call, values can overlap the other calls; tested in BHK-21 cells;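 further: 0% = median of neutral control wells and 100% = median of positive control wells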
SIRT5 inh: blocks human SIRT5 desuccinylation of peptide | Q9NXA8 | Purified SirT5, succinyl-peptide AMC, trypsin-coupled fluorescence | inhibition, % at 15 µM | actives 1.1% (n = 330,000) | AID 652115; in the data active means inhibition above about 15%; inconclusive means no clear call, values can overlap the other calls
Casp6 inh: inhibitors of human caspase-6; purified caspase-6, Z-VEID-R110 cleavage fluorescence; inhibition, % at 12.5 µM; actives 0.53% (n = 350,000); AID 686996;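 active means mean inhibition across replicates at least about 35%, with every replicate also reaching that limit, limit read from the data; inconclusive means only one of the two criteria met; inactive means neither criterion met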;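 further: 0% = median of neutral control wells and 100% = no fluorescence left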
ERp5 inh: blocks human ERp5 reductase activity on insulin; Q15084; ERp5 insulin aggregation, absorbance 650 nm, 90 min; inhibition, % at 9.99 µM; actives 0.05% (n = 350,000); AID 651711;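 active means mean replicate inhibition above about 25%, with every replicate also reaching it, limit read from the data, passing the limit was not always enough; inconclusive means only one of those two criteria met; inactive means neither criterion met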
miR-122 sensor: blocks miR-122 activity in Huh7 sensor cells; Huh7 miR-122 Renilla luciferase sensor, 48 h; neutral wells = 0, positive control = 100; activation (reporter increase), % at 12.5 µM; actives 0.3% (n = 340,000);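 active means mean replicate activation score at least 90 and every replicate individually at or above 90; inconclusive means only one of the two criteria met; inactive means neither criterion met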;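 further: higher luciferase means less miR-122 activity so hits act as miR-122 inhibitors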
CFTR F508del cor: CFTR F508del correction in bronchial cells; CFBE cells, YFP halide quenching; stimulated with forskolin plus potentiator P3; % fluorescence drop versus neutral controls; activity (quench increase), % at 7.58 µM; actives 0.36% (n = 350,000);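 active means mean added fluorescence quench of at least 8% versus neutral control, with both replicates also reaching 8%; inconclusive means only one of the mean or replicate conditions met; inactive means mean below 8% and not both replicates reaching 8%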;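 further: cells transiently co-express mutant CFTR-F508del with the halide-sensitive YFP; corrector assay measuring rescue of mutant channel to the surface after 24 h compound exposure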
* hit, by the source's call; ? = inconclusive; / = not tested or not shown; & = joins results of further samples; ! = not confirmed by another sample; [ ] = remark or other dose. Compounds were not picked by outcome; any-hit rate near 4%.

SMILES	ERAP1 inh	DENV2 CPE rescue	SIRT5 inh	Casp6 inh	ERp5 inh	miR-122 sensor	CFTR F508del cor
COc1ccc2c3c([nH]c2c1)[C@@H](CO)N(C)CC31CCN(C(=O)c2ccccn2)CC1	0	-2	/	0	8	/	0.6
COC(=O)C1=C(N)OC2=C(C(=O)CC(C)(C)C2)C1c1ccccc1OC (stereo not drawn)	-3	1	-2	2	2	-2	-1.5
CC(C)OP(=O)(Nc1cccc2ccccc12)OC(C)C	5	1	-4	2	0	-5	-1.0
CC1Cc2ccccc2N1CC(=O)Nc1ccc2c(c1)OCCCO2 (stereo not drawn)	0	1	-2	-2	5	17	0.0
CCOc1cc(/C=N/NC(=O)c2ccncc2)cc(Br)c1O	-3	19	/	1	-5	-1	1.9
C[C@H]1CN([C@@H](C)CO)C(=O)c2cc(NC(=O)NC3CCCCC3)ccc2O[C@H]1CN(C)Cc1ccc(Cl)c(Cl)c1	0	8	4	6	3	-5[16.7 µM]	3.7
O=S1(=O)N[C@@H](Cc2ccccc2)COc2cc(NC3CC3)ccc21	9	-6	-2	-2	1	/	-0.5
COc1ccc(S(=O)(=O)/C(C#N)=C/Nc2cccc(F)c2)cc1	-1	2	-2	0	4	8	-4.5
CSCCC(NC(=O)COc1ccccc1)C(=O)NCCOc1ccc(C)cc1 (stereo not drawn)	2	4	-3	1	2	-1	6.3
Cc1nc(CCNC(=O)CC2C(=O)NCCN2Cc2ccccc2)sc1C (stereo not drawn)	-1	0	0	-1	2	-3	-1.4
C[C@@H]1CN([C@@H](C)CO)C(=O)Cc2cc(NC(=O)Cc3ccccc3)ccc2O[C@@H]1CN(C)S(=O)(=O)c1cn(C)cn1	/	9	/	/	/	5[16.7 µM]	-1.0
O=C(N[C@@H]1C=C[C@H](CC(=O)N2CCc3ccccc3C2)O[C@@H]1CO)C1CCOCC1	0	-6	-2	1	-4	/	2.0
COc1ccc(NC(=O)CN(C)C(=O)/C=C/c2cn(-c3ccccc3)nc2-c2ccc(F)cc2)cc1	-1	12	6	-1	1	/	-2.0
O[C@@H]1CN(Cc2cccs2)[C@@H](c2ccccc2)C[C@H]1n1cc(-c2ccc(F)cc2)nn1	-2	51*	3	1	-5	46	-3.9
CCOc1ccc(-c2cccc(NC(=O)c3cccs3)c2)nn1	-3	?	-6	1	4	1	2.9
CN1C(=O)c2cc(NC(=O)c3ccccc3)ccc2OC[C@@H]2O[C@H](CC(=O)NC3CCCC3)CC[C@H]21	0	15	6	0	1	-6[16.7 µM]	-2.2
CO[C@H]1CN(C)C(=O)c2ccc(NC(=O)Nc3cc(F)ccc3F)cc2OC[C@H](C)N(C(=O)c2cnccn2)C[C@@H]1C	/	-2	-2	/	0	/	0.8
CCC(=O)N1CCN(c2ccc(NC(=O)COc3ccc(CC)cc3)cc2)CC1	-2	4	-3	-2	-4	1	3.2
COc1ccccc1NC(=O)N[C@@H]1CC[C@H](CCNC(=O)Cc2ccccn2)O[C@H]1CO	1	0	1	-5	1	/	3.7
COCC(=O)N1CC(=O)N2[C@H](CO)[C@H](c3ccc(-c4ccncc4)cc3)[C@@H]2C1	3	-9	-5	-1	5	/	-1.2
CCC(=O)Nc1ccc2c(c1)C(=O)N(C)C[C@@H](OC)[C@@H](C)CN(C(=O)COC)[C@@H](C)CO2	-1	7	/	-3	-4	/	0.8
COc1ccc(-c2nn(-c3ccccc3)cc2/C=C/C(=O)OCC(=O)Nc2ccccc2C#N)cc1	1	-5	-2	1	0	/	0.4
O=C(/C=C/c1cccc(F)c1)Nc1cc(S(=O)(=O)N2CCOCC2)ccc1N1CCCC1	6	2	-1	-7	-1	2	/
C[C@H](CO)N1C[C@H](C)[C@H](CN(C)Cc2ccc(C(=O)O)cc2)Oc2ccc(NS(=O)(=O)c3ccc(F)cc3)cc2CC1=O	2	3	2	-3	-5	12[16.7 µM]	-3.1
C[C@@H]1CN([C@H](C)CO)C(=O)c2cc(NS(C)(=O)=O)ccc2O[C@@H](C)CCCCO[C@H]1CN(C)S(=O)(=O)c1ccccc1	-2	-4	-1	-2	6	19[16.7 µM]	0.8
(more compounds)
SMILES	ERAP1 inh	DENV2 CPE rescue	SIRT5 inh	Casp6 inh	ERp5 inh	miR-122 sensor	CFTR F508del cor
CC(C)C1C(=O)N(Cc2cn(Cc3ccco3)nn2)CCS(=O)(=O)N1Cc1ccc(-c2ccc(Cl)cc2)cc1 (stereo not drawn)	-1	2	0	0	-3	-11	0.1
CCC[C@H]1CC(=O)C=C(c2ccc(OC)cc2)ON1C(=O)OC(C)(C)C	2	57*	0	6	2	/	-1.3
Cc1cccc(NC(=O)CSc2nc3ccccc3c(=O)n2C)c1C	1	-7	/	1	-1	-7	1.9
Cc1ccc(S(=O)(=O)Nc2ccc3c(c2)C(=O)N([C@@H](C)CO)C[C@H](C)[C@H](CN(C)C(=O)Nc2ccccc2)OCCCC[C@H](C)O3)cc1	1	10	3	-4	2	-1[16.7 µM]	-1.2
C[C@H](CO)N1C[C@H](C)[C@@H](CN(C)C(=O)c2ccccc2)OCCCC[C@H](C)Oc2ccc(NS(=O)(=O)c3ccccc3)cc2C1=O	3	?	-2	0	9	-3[16.7 µM]	3.9
COc1ccccc1S(=O)(=O)N1C[C@@H](O)COC[C@H]2O[C@H](CC(=O)O)CC[C@@H]21	-1	-4	-3	-1	-6	-6[16.7 µM]	-2.6
O=C(O)c1c2c(nc3ccc(S(=O)(=O)N4CCC(C(=O)NC5CCCCCC5)CC4)cc13)CCCC2	4	-3	5	43*	0	/	-3.5
Cc1noc(C)c1NC(=O)N(C)C[C@H]1Oc2ccc(NC(=O)Nc3ccc4c(c3)OCO4)cc2C(=O)N([C@H](C)CO)C[C@@H]1C	0&1	1&-9	-3&0	1&4	4&0	-4[16.7 µM]	-1.7&-6.0
C[C@H](CO)N1C[C@H](C)[C@H](CN(C)C(=O)CCC(F)(F)F)OCCCC[C@H](C)Oc2ccc(NC(=O)Nc3ccccc3)cc2C1=O	-3	-4	6	-2	-2	-1[16.7 µM]	1.7
CC1CC(C)CN(CCCNC(=O)CCNC(=O)Cn2cnc3ccccc3c2=O)C1 (stereo not drawn)	-1	-2	-6	1	-1	-4	0.3
Oc1ccc(-c2nccc(-c3ccc(Cl)cc3Cl)n2)cc1	-1	2	18*	3	1	-5	-0.8
CCC(C)Nc1nc(-c2ccccn2)nc2ccccc12 (stereo not drawn)	-5	19	1	0	-1	0	3.5
Cc1cc(=O)n2nc(N3CCCC(C(=O)Nc4cccc(C)c4C)C3)sc2n1 (stereo not drawn)	-1	-4	-6	-1	-14	4	-0.3
CC(C)C#Cc1ccc2c(c1)O[C@@H](CN(C)C(=O)NC(C)C)[C@H](C)CN([C@H](C)CO)S2(=O)=O	-3	-6	9	-1	-5	36[16.7 µM]	-1.5
CC1=Nc2ccc(Br)cc2C(c2ccccc2)N1CC(=O)NN (stereo not drawn)	3	0	-4	-3	1	-4	-2.1
O=C(CCc1nnc(-c2ccc(-c3ccccc3)cc2)o1)NCCc1ccccn1	2	-10	-4	-2	1	/	1.0
COc1ccc(S(=O)(=O)N(CC(=O)NCc2cccnc2)C2CCCCC2)cc1OC	-1	4	-2	1	-3	2	-0.5
O=c1ccn(CCCBr)c(=O)[nH]1	3	-4	-7	-3	5	-5	2.0
N#Cc1ccc(Cn2ccnc2C(=O)Nc2ccccc2)cc1	1	-4	-1	0	-6	/	2.4
CN(C)C(=O)c1ccc(OCC(F)(F)F)nc1	5	7	-8	1	6	-6	-0.9
C[C@H]1CN([C@@H](C)CO)S(=O)(=O)c2ccc(-c3ccccc3)cc2O[C@H]1CN(C)C(=O)C1CCCCC1	2	-9	-1	-1	-4	13[16.7 µM]	1.4
CC(C)NC(=O)N1C[C@H]2[C@@H](c3ccccc31)[C@@H](CO)N2C(=O)Nc1ccccc1	0	16	1	-2	-1	0[16.7 µM]	0.7
CCCNS(=O)(=O)c1ccc(OCC(=O)N2CCN(c3ccccc3)CC2)cc1	4	2	12	0	2	/	-1.3
NC(=O)N/N=C/C=C/c1ccc(F)cc1	-1	16	0	-1	3	-3	0.3
Cc1ncc(CO)c(CO)c1OCC(O)CN1CCN(c2ccc(F)cc2)CC1 (stereo not drawn)	-5	3	-1	1	2	/	4.0

5 entries from above, arranged by their value in ERp5 inh, high to low:
SMILES	ERAP1 inh	DENV2 CPE rescue	SIRT5 inh	Casp6 inh	ERp5 inh	miR-122 sensor	CFTR F508del cor
CC1Cc2ccccc2N1CC(=O)Nc1ccc2c(c1)OCCCO2 (stereo not drawn)	0	1	-2	-2	5	17	0.0
NC(=O)N/N=C/C=C/c1ccc(F)cc1	-1	16	0	-1	3	-3	0.3
COc1ccc(S(=O)(=O)N(CC(=O)NCc2cccnc2)C2CCCCC2)cc1OC	-1	4	-2	1	-3	2	-0.5
CCC(=O)Nc1ccc2c(c1)C(=O)N(C)C[C@@H](OC)[C@@H](C)CN(C(=O)COC)[C@@H](C)CO2	-1	7	/	-3	-4	/	0.8
Cc1cc(=O)n2nc(N3CCCC(C(=O)Nc4cccc(C)c4C)C3)sc2n1 (stereo not drawn)	-1	-4	-6	-1	-14	4	-0.3

Going on with the list:
SMILES	ERAP1 inh	DENV2 CPE rescue	SIRT5 inh	Casp6 inh	ERp5 inh	miR-122 sensor	CFTR F508del cor
CC1=NN2C(=N)/C(=C\c3cc(C)n(Cc4ccccc4)c3C)C(=O)N=C2S1	/	4	2	0	-1	-10	-0.9
Cc1ccc(CNS(=O)(=O)CCNC(=O)c2ccccc2)cc1	0	3	-4	-3	1	0	2.5
Cc1ccc(S(=O)(=O)N(C)c2cc(S(=O)(=O)N3CCOCC3)c(C)cc2C)cc1	-3	-1	-2	2	-5	1	-1.0
COc1cccc(CN(C)C(=O)c2cc(S(=O)(=O)N3CCCC3)ccc2C)c1OC	-2	-9	-1	7	8	7	-0.8
C[C@@H]1CN([C@@H](C)CO)C(=O)Cc2cc(NS(=O)(=O)c3cccs3)ccc2O[C@@H]1CN(C)CC1CC1	0	-4	-3	1	0	-8[16.7 µM]	2.2
COc1ccc(S(=O)(=O)N(C)C[C@H]2Oc3c(cccc3N(C)C)C(=O)N([C@@H](C)CO)C[C@@H]2C)cc1	3	1	2	0	1	10[16.7 µM]	0.0
Cc1noc(C)c1C(=O)N1CCC1(C)C(=O)NS(=O)(=O)c1ccc(F)cc1F (stereo not drawn)	1	-4	-1	0	2	-6	0.7
O=C(C[C@H]1CC[C@@H](NC(=O)C2CC2)[C@@H](CO)O1)NCc1ccccc1Cl	-2	5&-1	0&-3	-4&7	-9&-1	/	-1.1&0.1
COc1ccc(-n2nc(C(=O)NCC(=O)N(C)Cc3ccccc3)c3ccccc3c2=O)c(OC)c1	-2	0	-1	20	0	-9	1.4
COc1cc(C(=O)NCC(c2cccs2)N2CCOCC2)cc(Br)c1OCc1ccccc1 (stereo not drawn)	-2	3	-3	-5	2	5	2.2
C[C@H](CO)N1C[C@H](C)[C@H](CN(C)C(=O)c2ccccn2)Oc2ncc(Br)cc2C1=O	-3&1	73*!	-5&-3	4&0	?	-5	-2.0&-2.0
NC(=O)c1nc(-c2cccs2)nc2c1[nH]c(=O)n2-c1ccc(F)cc1	/	4	/	6	2	7	-2.8
O=C(Cn1cc(C(F)(F)F)ccc1=O)N/N=C/c1cccc(Cl)c1Cl	1	12	0	-5	0	-13	1.8
CC(OC(=O)c1ccc(S(=O)(=O)NCc2ccco2)cc1)C(=O)Nc1ccc(Cl)cn1 (stereo not drawn)	1	14	-27	13	5	/	/
CO[C@H]1CN(C)C(=O)c2cc(NC(=O)C3CCOCC3)ccc2OC[C@H](C)N(C)C[C@H]1C	-1	-1	-2	1	-2	1[16.7 µM]	/
COc1ccc(N2CCN(C(=O)CCC(=O)N3CCOc4ccc(Cl)cc43)CC2)cc1	3	4	2	0	2	-10	-0.5
Cc1cc(Nc2ccccc2)n(C(=O)c2ccc(Cl)cc2)n1	0	-1	5	5	-3	1	/
Cn1ccc2c(N3CCCC3)cc3c(c21)C1CCC3O1 (stereo not drawn)	0	-9	0	-1	5	-8	-0.4
CCCn1c(SCC(=O)NC(C)(C)C)nnc1-c1ccco1	8	7	1	0	-1	-2	-0.5
